Tau ThT inhib = inhibitors of human tau fibril formation, thioflavin T binding | AID 1460 | recombinant tau K18 P301L (four-repeat tau fragment), heparin-induced fibrillization, ThT fluorescence | actives 2.1% (n = 270,000) | Potency, µM (titrated, usually from 57.4 µM), inactives show at the highest dose activity, negative = inhibition, most hits filed as inhibitors; also: % is scaled to controls: 0 for no effect and ±100 for the full control effect; nearly all actives have a fitted effect of over 55% in size
Target sequence (P10636 561-689 P618L limits assumed): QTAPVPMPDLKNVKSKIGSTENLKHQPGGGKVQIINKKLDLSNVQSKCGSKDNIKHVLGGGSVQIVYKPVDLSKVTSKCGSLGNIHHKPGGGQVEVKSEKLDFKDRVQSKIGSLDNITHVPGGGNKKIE
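Tau K18 P301L fragment (15 uM unlabeled plus 0.24 uM Alexa 594-labeled) in 100 mM sodium acetate pH 7 with compound, fibrillization induced by 20 uM heparin for 6 hr at 37 C. Thioflavin T (30 uM) added, fluorescence read after 1 hr (ex 450, em 510 nm).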
KDM4E inh = blocks human JMJD2E demethylase activity. JMJD2E catalytic domain, FDH-coupled NADH fluorescence (FDH is formaldehyde dehydrogenase). B2RXH2. Potency, µM (titrated, usually from 57.1 µM), inactives show top-dose activity change, negative = inhibition, actives largely listed as inhibitors. actives 1.6% (n = 230,000); active = well fitted inhibition curve with a large enough effect, not every such curve was filed as active; inconclusive = small, poorly fitted or top-dose-only effect, or another doubt; inactive = no such curve, though single readings can be large or run the other way;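 also: 0% = wells with enzyme and -100% = buffer wells without enzyme; nearly all actives have a fitted effect of over 50% in size; many of its hits are not listed in these tables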
RECQ1 inh = RECQ1 (human) helicase inhibition. RECQ1 DNA unwinding, red fluorescence kinetic read. Potency, µM (titrated, usually from 57.3 µM), without a hit: at the highest dose activity, negative = inhibition, usual class: inhibitors. actives 0.54% (n = 240,000);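 also: plate controls were vehicle for no effect and no enzyme for full effect; nearly all actives have a fitted effect of over 30% in size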
Target sequence (P46063 whole entry, looked up): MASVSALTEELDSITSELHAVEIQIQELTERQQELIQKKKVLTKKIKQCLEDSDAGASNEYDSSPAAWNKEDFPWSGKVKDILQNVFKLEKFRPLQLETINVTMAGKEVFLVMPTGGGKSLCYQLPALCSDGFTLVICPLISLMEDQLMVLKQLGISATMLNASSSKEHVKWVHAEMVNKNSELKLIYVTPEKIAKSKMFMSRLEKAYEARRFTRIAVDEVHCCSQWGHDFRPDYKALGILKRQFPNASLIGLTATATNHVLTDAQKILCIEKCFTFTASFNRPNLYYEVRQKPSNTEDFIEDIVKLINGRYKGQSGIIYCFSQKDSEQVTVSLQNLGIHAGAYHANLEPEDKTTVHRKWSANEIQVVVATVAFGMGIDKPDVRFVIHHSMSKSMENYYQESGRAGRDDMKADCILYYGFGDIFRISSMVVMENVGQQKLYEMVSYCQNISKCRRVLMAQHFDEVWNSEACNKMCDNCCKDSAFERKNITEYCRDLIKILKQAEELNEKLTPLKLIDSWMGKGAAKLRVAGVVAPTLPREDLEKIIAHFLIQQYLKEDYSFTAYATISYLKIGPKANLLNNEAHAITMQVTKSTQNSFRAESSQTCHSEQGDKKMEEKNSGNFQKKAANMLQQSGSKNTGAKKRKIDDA
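RECQ1T1 50 nM; forked duplex (20 bp + 30-nt ss tails) 200 nM, ATP 2 mM final; pH 8.0, 2 mM MgCl2, 2.5 ug/ml poly(dI-dC); 15 min compound preincubation; discontinuous kinetic read over 2 h at RT.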
KinaseGlo FLuc = counter-screen: inhibitors of Kinase-Glo firefly luciferase | AID 1379 | Potency, µM (top dose mostly 38.3 µM), without a hit: top-dose activity change, negative = inhibition, hits mostly inhibitors | Kinase-Glo luciferase, ATP luminescence, 8 min | actives 0.28% (n = 200,000); also: % is scaled to controls: 0 for no effect and ±100 for the full control effect; nearly all actives have a fitted effect of over 60% in size
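Recombinant Kinase-Glo luciferase, 10 uM ATP (linear range), luciferin; imidazole pH 7.2 / KCl / MgCl2 / Tween / BSA buffer; 8 min RT; luminescence.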
SMN2 splice enh = increases expression of the SMN2 splice variant. HEK293 SMN2-luciferase splicing reporter, luminescence, 30-36 h. Potency, µM (titrated, usually from 46.1 µM), without a hit: top-dose activity change, positive = activation, actives largely listed as activators. actives 2.8% (n = 210,000); also: % of control where 0% means no effect; nearly all actives have a fitted effect of over 55% in size
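HEK293 cells carry an SMN2 minigene-luciferase reporter in which exon 7 inclusion puts luciferase in frame. Cells were seeded at 2000 cells/well, attached for 10-12 hours, then exposed to compounds for 30-36 hours at 37C before ONE-Glo luminescence.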
L3MBTL1 block = L3MBTL1 (human) inhibition. Q9Y468. AlphaScreen L3MBTL1–H3K9me1 peptide binding. Potency, µM (series often up to 57.1 µM), for the others: at the top dose activity, negative = inhibition, hits mostly inhibitors. actives 0.66% (n = 230,000); also: % is scaled to controls: 0 for no effect and ±100 for the full control effect; nearly all actives have a fitted effect of over 60% in size
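Displacement of a biotinylated histone H3(1-15) peptide monomethylated at Lys9 (75 nM) from L3MBTL1 (50 nM) was measured by AlphaScreen after a 30 min room-temperature compound incubation; cefsulodin titration served as intraplate control.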
ALDH1A1 inh = ALDH1A1 (human) enzyme inhibition. P00352. Purified ALDH1A1, NADH fluorescence, propionaldehyde substrate. Potency, µM (series often up to 75.3 µM), inactives show top-dose activity, negative = inhibition, most hits filed as inhibitors. actives 7.3% (n = 220,000). AID 1030; active = well fitted inhibition curve with a large enough effect, not every such curve was filed as active; inconclusive = small, poorly fitted or top-dose-only effect, or another doubt; inactive = no such curve, though single readings can be large or run the other way;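 also: plate controls were no enzyme wells and a reference inhibitor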
LMNA splice mod = modulators of lamin A splicing. Potency, µM (highest dose often 46.1 µM), for the others: top-dose ratio change, negative = inhibition, hits mostly inhibitors. HeLa LMNA splicing GFP/RFP minigene ratio, 48 h. actives 0.01% (n = 200,000); active = well fitted inhibition curve with a large enough effect in the signal ratio, with a control signal flat, not every such curve was filed as active; inconclusive = small, poorly fitted or top-dose-only effect, or effect the other way, or a change in a side signal; the % refers to the signal ratio; also: % is scaled to controls: 0 for no effect and ±100 for the full control effect
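Read-out is the ratio of GFP to DsRed2 object intensity, acquired by 488 nm laser-scanning cytometry on HeLa lamin A-EGFP minigene reporter cells. Compound incubation 48 hrs at 37 °C in Opti-MEM with 2% FBS; DMSO 0.5% final.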
Starred values were filed as active, the others as inactive; i = inactive; u = inconclusive; x = not tested or not shown; & = joins results of further samples; [ ] = remark or other dose. Unless noted, calls follow the shape of the dose curve; as a rule, active = well fitted curve in the direction sought with a large enough effect; inconclusive = small, poorly fitted or top-dose-only effect, or another doubt; inactive = no such curve, though single readings can be large; an effect the other way counts as inactive or inconclusive. Potency is read from the fitted curve at half-maximal effect.

Screens in order – L3MBTL1 block | SMN2 splice enh | RECQ1 inh | KDM4E inh | KinaseGlo FLuc | ALDH1A1 inh | LMNA splice mod | Tau ThT inhib
> OCc1nc2ccccc2n1CC(O)COc1ccccc1 (stereo unspecified)
 : -3.5% | 4.5% | -4.8% | -6.5% | -1.1% | 1.7% | 2.2% | 6.5%
> CCN(Cc1ccccc1)C(=O)Cn1c(=O)oc2ccccc21
 : 0.7% | -4.9% | i | 8.8% | 4.2% | 3.4% | u | 4.6%
> CCN(CC)C(=O)CSc1nc(N)c(C#N)c(-c2cccs2)c1C#N
 : -6.7% | -16.2% | -9.5% | u | 1.6% | u | -13.9% | -5.2%
> O=C(CSc1nnc(CNc2ccc(F)cc2)n1Cc1ccco1)N1CCCC1
 : -1.9% | 20.1% | i | 2.5% | 3.3% | -13.8% | 7.1% | 0.2%
> Cc1ccc(N(CC(=O)N/N=C/c2cccnc2)S(=O)(=O)c2ccccc2)cc1
 : x | -10.3% | i | 8.6% | 0.8% | -7.7% | u | -6.7%
> CC(C)Sc1nc2c(c(=O)[nH]c(=O)n2C)n1CC(O)COc1ccccc1 (stereo unspecified)
 : x | x | i | -6.3% | x | u | x | -1.3%
> CCCCCc1nnc(N)s1
 : x | -10.2% | -7.5% | -4.4% | 0.2% | 4.2% | -2.7% | -2.6%
> CCN(CC)c1ccc(/C=N/n2c(=S)[nH]nc(C)c2=O)cc1
 : -1.1% | x | -0.8% | -4.0% | x | u | 8.0% | -10.3%
> CN(C)CCc1c[nH]c2ccc(Cn3cncn3)cc12
 : x | -3.8% | 0.9% | -3.8% | -1.2% | 10.2% | -4.4% | -0.3%
> CC1=C(C(=O)OCC2CCCO2)C(c2ccc(C)o2)C2=C(CC(c3ccc(N(C)C)cc3)CC2=O)N1 (stereo unspecified)
 : -27.4% | -11.8% | -6.9% | -24.4% | 2.3% | 10µM* | -12.5% | u
> CCOC(=O)N1CCC(N2C(=O)c3ccccc3C2Nc2c(C)cccc2C)CC1 (stereo unspecified)
 : x | -7.4% | -10.2% | 1.7% | 14.8% | -12.6% | -2.6% | -12.6%
> CSCc1nnc(NC(=O)c2ccc(S(=O)(=O)N(CC(C)C)CC(C)C)cc2)o1
 : 4.8% | -81.5%[inhibitor] | i | u | -0.6% | 1.2% | u | -9.1%
> CCc1ccccc1NS(=O)(=O)c1ccc2c(c1)NC(=O)CC(=O)N2
 : 6.5% | -11.8%[1.84 µM] | -0.5% | -0.5% | -4.1% | 9.4% | -9.9% | -5.5%
> Cc1cccc(NC(=S)N(CCN(C)C)C(C)c2ccccn2)c1 (stereo unspecified)
 : x | -7.9% | -5.2% | -5.8% | -1.3% | 0.1% | -0.6% | -18.5%
> Cc1cc(C)cc(NC(=O)C(=O)NCCCN2CCOCC2)c1
 : -12.4% | 6.4%&-11.4% | -5.8% | -7.0% | -0.9% | 12.2% | u | 1.0%&0.5%
> COc1ccc(NC(=O)CN(Cc2ccccc2)S(C)(=O)=O)cc1OC
 : 3.4% | 10.1% | 4.2% | -3.7% | -1.4% | 11.2% | u | 7.1%
> CSCCC(NS(=O)(=O)c1ccc2c(c1)c(=O)n(C)c(=O)n2C)C(=O)NC1CCN(Cc2ccccc2)CC1 (stereo unspecified)
 : x | x | i | 8.0% | x | -3.7% | x | 0.5%
> COc1ccccc1N1CCN(C(=O)CSc2nc(C)cc(=O)[nH]2)CC1
 : x | 7.4%&9.1% | -1.2% | -8.7% | -1.0% | 2.9% | -0.3% | 1.1%&-4.1%
> CCn1cc(C(=O)NC2CCCCC2)c(=O)c2cc(S(=O)(=O)N(C)C)ccc21
 : -6.5% | -1.7% | i | -2.8% | -0.5% | u | -2.7% | 14.0%
> CCCC12CN3CCN(CC(C3)/C1=N\NC(=O)c1ccccc1Cl)C2
 : 9.4% | 22.5% | -9.2% | 6.8% | -0.4% | -4.0% | x | -1.4%

Reprinted at random: 5 compounds from above.
Screens in order – L3MBTL1 block | SMN2 splice enh | RECQ1 inh | KDM4E inh | KinaseGlo FLuc | ALDH1A1 inh | LMNA splice mod | Tau ThT inhib
> CC(C)Sc1nc2c(c(=O)[nH]c(=O)n2C)n1CC(O)COc1ccccc1 (stereo unspecified)
 : x | x | i | -6.3% | x | u | x | -1.3%
> CCN(CC)C(=O)CSc1nc(N)c(C#N)c(-c2cccs2)c1C#N
 : -6.7% | -16.2% | -9.5% | u | 1.6% | u | -13.9% | -5.2%
> OCc1nc2ccccc2n1CC(O)COc1ccccc1 (stereo unspecified)
 : -3.5% | 4.5% | -4.8% | -6.5% | -1.1% | 1.7% | 2.2% | 6.5%
> CCn1cc(C(=O)NC2CCCCC2)c(=O)c2cc(S(=O)(=O)N(C)C)ccc21
 : -6.5% | -1.7% | i | -2.8% | -0.5% | u | -2.7% | 14.0%
> Cc1ccc(N(CC(=O)N/N=C/c2cccnc2)S(=O)(=O)c2ccccc2)cc1
 : x | -10.3% | i | 8.6% | 0.8% | -7.7% | u | -6.7%

Continued:
Screens in order – L3MBTL1 block | SMN2 splice enh | RECQ1 inh | KDM4E inh | KinaseGlo FLuc | ALDH1A1 inh | LMNA splice mod | Tau ThT inhib
> CCN(CC)CCSc1nc(O)c(Cc2ccccc2)c(=O)n1-c1ccccc1
 : u | -3.3% | i | 5.1% | 1.0% | -1.4% | x | -5.2%
> COc1ccccc1C1(O)CCN(C(=O)c2cccs2)CC1
 : 1.1% | -3.5% | -2.9% | -2.1% | -2.8% | 11.2% | 0.6% | -3.2%
> COc1ccc(-c2nc(CCNC(=O)c3cccs3)cs2)cc1
 : u | -70.6%[inhibitor] | -2.4% | -20.4% | -0.9% | -1.1% | u | u
> COc1cc(C(=O)N(Cc2cccc(Cl)c2)C2CCS(=O)(=O)C2)cc(OC)c1OC (stereo unspecified)
 : x | -20.3% | i | 4.9% | -2.7% | 5.7% | -0.2% | -4.5%
> COCCn1nnnc1CN1CCC(C)CC1
 : -1.9% | -10.5% | -1.2% | -5.4% | -3.8% | u | -4.1% | 1.6%
> C#CCNC(=O)C1=C[C@H](c2ccc(Br)cc2)C[C@H](OCc2ccc(CO)cc2)O1
 : 2.7% | x | i | -1.5% | x | 4.2% | x | -6.5%
> CC(/C=N/NC(=O)CN1CCN(Cc2ccc(Cl)cc2)CC1)=C\c1ccco1
 : -11.4% | -22.5% | -6.0% | -9.2% | -0.5% | -8.8% | u | u
> CC1CC(OCC(O)CN2CCOCC2)CC(C)(C)C1 (stereo unspecified)
 : 4.2% | -11.7% | 4.9% | 11.2% | 2.9% | 7.7% | -1.5% | 0.8%
> CCc1nc(SC)[nH]c(=O)c1C
 : 8.9% | 10.4% | i | 1.9% | -0.5% | 6.6% | 7.2% | 0.1%
> COC(=O)[C@@]1(Cc2ccc(OC)cc2)[C@H]2c3cc(C(=O)N(C)C)n(Cc4ccccn4)c3C[C@H]2CN1C(=O)c1ccccc1
 : x | -2.3% | -12.3% | -3.8% | -3.8% | 7.3% | x | -8.9%
> COc1cc2cc(C(=O)O)[nH]c2c(OC)c1OC
 : x | -6.4% | -4.0% | u | 5.5% | u | u | -9.8%
> COc1ccc(N2C(=O)CC(Sc3n[nH]c(-c4ccccc4)n3)C2=O)cc1 (stereo unspecified)
 : 51.0%[activator] | x | -1.1% | -22.2% | x | x | x | u
> Cc1c(C(=O)C(=O)N2CC=C(c3ccccc3)CC2)c2ccccc2n1C
 : -5.1% | 0.0% | -0.7% | -1.6% | 3.6% | -2.6% | -28.5% | -17.8%
> COc1ccccc1NC(=O)Nc1ccc(CC#N)cc1
 : 5.6% | x | -3.3% | 1.1% | x | -3.5% | u | -5.9%
> COc1ccc(OC)c(/C=N/NC(=O)C(=O)NCc2cccnc2)c1
 : 14.8% | x | 14.0% | u | -2.9% | u | 11.5%[46 µM] | -14.4%
> CCN(CC)c1ccc(NC(=O)c2ccccc2OCC(=O)OC)cc1
 : -23.4% | 12.2% | i | -5.1% | 0.5% | u | x | 10.0%
> O=C1CN(CC(=O)Nc2cccc(Cl)c2Cl)c2ccccc2N1
 : 0.1% | -3.9% | -9.0% | u | 3.3% | 3.98µM* | -4.5%[46 µM] | -13.5%
> Cc1ccc(C2C(C(=O)c3cccs3)=C(O)C(=O)N2c2ccc(S(N)(=O)=O)cc2)cc1 (stereo unspecified)
 : 2.1% | x | -9.8% | -14.8% | x | x | x | -11.9%
> Cc1cc(F)ccc1S(=O)(=O)N1CCCOC1CNC(=O)C(=O)NCCc1c[nH]c2ccccc12 (stereo unspecified)
 : -12.4% | -19.8% | i | u | 0.8% | 3.6% | u | u
> N#Cc1c(NC(=O)C2CC(c3c(F)cccc3Cl)=NO2)sc2c1CCC2 (stereo unspecified)
 : -1.7% | -10.9% | 3.9% | -2.0% | 1.2% | u | u | -7.5%
> Cc1ccccc1NC(=S)N1CCN(Cc2ccccc2)CC1
 : -1.8% | u | u | -6.2% | -1.1% | -2.8% | -3.0% | -8.1%
> COc1ccc(S(=O)(=O)N(C)CC(=O)Nc2ccc(C(N)=O)cc2)cc1OC
 : x | 5.8% | 0.2% | 2.9% | -1.1% | 6.7% | x | 1.4%
> CCN(CC)S(=O)(=O)c1cccc(-c2nnc(SCC(=O)NC)n2N)c1
 : 1.3% | -1.3% | -7.3% | -9.7% | -1.7% | 7.8% | x | -2.9%
> CCC1=C(OC(=O)N(CC)CC)N2C(=O)OC(=NCC3CC3)[C@]2(Cc2ccccc2)[C@H]2C1=CC[C@H]1C(=O)N(C)C(=O)[C@H]12
 : x | -13.9% | -2.4%&-5.6% | 17.1%&5.7% | 1.2% | 3.1% | x | -10.1%&1.8%

A portion of the library. The share of hits here may be higher or lower than overall.
